# SUMO Mot1 rescue: SUMOylation pathway inhibition by Mot1-301 growth rescue | actives 1% (n = 320,000) | S. cerevisiae Mot1-301 growth rescue, ATP luminescence, 38.5C; percent above DMSO median, 100 means doubled | AID 2716 | growth rescue, % at 18.8 µM;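 active means every valid replicate shows activation above 250% relative to neutral control wells; inactive means the rest, any valid replicate at or below 250%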;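 further: OY570 slx delta 5 strain wells were the positive control but not used for scaling; some compounds called inactive have numbers as strong as hits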
# DAGLB inh: blocks human DAGLB lipase activity; actives 0.059% (n = 340,000); Q8NCG7; HEK293T DAGLB membrane lysate, EnzChek fluorogenic substrate; inhibition, % at 5.17 µM; in the data active means inhibition above about 34%;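 further: 0% = enzyme with vehicle and 100% = wells lacking enzyme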
# HTR5A ag ctr: counter-screen for OPRM1-OPRD1 agonists: human HTR5A agonism. actives 0.61% (n = 340,000). HTR5A agonist assay, luminescence, cell-based. activation, % at 9.3 µM; in the data active means activation mostly above about 9.5%, no sharp cut-off; inactive means mostly below about 7.6%;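 further: 0% = cells with vehicle only and 100% = reference agonist; strong numbers were not always called active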
# Target sequence (P47898 whole entry, looked up): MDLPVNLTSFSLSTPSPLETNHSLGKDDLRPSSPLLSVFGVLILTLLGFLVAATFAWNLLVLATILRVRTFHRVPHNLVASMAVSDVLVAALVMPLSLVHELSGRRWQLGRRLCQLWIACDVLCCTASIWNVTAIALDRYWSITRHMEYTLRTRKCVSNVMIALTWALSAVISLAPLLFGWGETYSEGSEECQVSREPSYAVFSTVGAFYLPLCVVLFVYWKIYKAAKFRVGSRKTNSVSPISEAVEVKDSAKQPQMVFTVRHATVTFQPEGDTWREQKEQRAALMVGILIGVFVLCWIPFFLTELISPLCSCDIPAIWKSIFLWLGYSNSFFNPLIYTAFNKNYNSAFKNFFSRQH
# PKA-R1A activ: activates the PKA-R1A holoenzyme complex | PKA-R1A dissociation, Cy5-IP20 fluorescence polarization; scaled: DMSO 0%, 113 µM cGMP 100% | activation, % at 11.4 µM | actives 0.083% (n = 340,000) | AID 504707;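 active means percent activation above the mean of all tested compounds plus 3 SD, cut at about 19% in these data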;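 further: higher means more PKAc released from R1A so a rise in polarization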
# HTR5A inv ctr: counter-screen for OPRM1-OPRD1 inverse agonists: human HTR5A inverse agonism. HTR5A cell line, luminescence. inhibition, % at 9.3 µM. actives 0.083% (n = 340,000); in the data active means inhibition mostly above about 23%, no sharp cut-off; inactive means mostly below about 18%;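 further: 0% = cells with DMSO and 100% = no-cell wells with DMSO; some compounds called inactive have numbers as strong as hits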
# phage Ecoli inh: E. coli growth loss with phage present | growth absorbance | inhibition, % at 11.9 µM | actives 0.26% (n = 360,000) | AID 651602; in the data active means inhibition above about 11%
# AddAB inh: less growth of phage-infected E. coli with AddAB; E. coli expressing H. pylori AddAB, absorbance growth; inhibition, % at 11.9 µM; actives 0.29% (n = 330,000); AID 435030; in the data active means inhibition above about 12%;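 further: 0% = vehicle wells of infected cells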
# Tat transport: inhibitors of E. coli Tat protein transport | E. coli MC4100 TorA-mCherry Tat export, fluorescence | inhibition, % at 10 µM | actives 0.036% (n = 340,000);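 active means mean replicate inhibition at least 50% and at least half of replicates individually reaching 50%; inconclusive means only one of the two criteria met; inactive means neither criterion met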;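 further: exported cargo escapes ClpAP degradation while cytoplasmic cargo is degraded and loses fluorescence; 0% = median of neutral control wells and 100% = median of NaSCN control wells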
# Ecoli viability: reduces bacterial viability in AddAB counter-screen. inhibition, % at 11.9 µM. AID 449728. E. coli V3065 growth, OD600 absorbance, 18 h. actives 0.27% (n = 330,000);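 active means inhibition above the campaign's mean inhibition across all tested compounds plus 3 SD, cut at about 9.9% in these data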;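 further: uninfected addAB+ strain grown without phage in ampicillin broth; 0% = DMSO wells and 100% = ciprofloxacin 0.95 µg/ml wells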
# PKA-R2B act: activates the human PKA-R2B holoenzyme complex; P22694+P31323; PKA-R2B holoenzyme dissociation, Cy5-IP20 fluorescence polarization; R2B truncated from residue 108, S112A mutant; 0% DMSO only, 100% 113 µM cGMP; activation, % at 11.4 µM; actives 0.079% (n = 340,000);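 active means activation above a cutoff set at the mean over all compounds plus 3 SD, cut at about 18% in these data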;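 further: higher means more holoenzyme dissociation and a rise in polarization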
# CDK5 inh: inhibitors of human CDK5/p35 kinase. Q00535+Q15078. AID 488839. actives 0.01% (n = 330,000). Recombinant CDK5/p35, ADP-Glo luminescence, 60 min. inhibition, % at 10 µM;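 active means highest replicate inhibition of at least 50% and at least 75% of replicates reaching 50%; inconclusive means only one of the two criteria met; inactive means both criteria failed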;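 further: plate controls were DMSO neutral control for no effect and GW8510 at 10 µM for full effect; many of its hits are not listed in these tables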
# Target sequence (Q00535 whole entry, looked up): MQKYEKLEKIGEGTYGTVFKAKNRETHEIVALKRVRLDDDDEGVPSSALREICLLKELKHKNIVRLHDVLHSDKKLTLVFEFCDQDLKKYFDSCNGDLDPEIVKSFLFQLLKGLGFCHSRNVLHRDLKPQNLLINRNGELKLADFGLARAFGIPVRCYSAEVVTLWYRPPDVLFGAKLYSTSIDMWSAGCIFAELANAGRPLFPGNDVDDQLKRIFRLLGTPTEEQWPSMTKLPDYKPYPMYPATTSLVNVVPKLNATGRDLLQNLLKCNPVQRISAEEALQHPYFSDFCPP
# Target sequence (Q15078 whole entry, looked up): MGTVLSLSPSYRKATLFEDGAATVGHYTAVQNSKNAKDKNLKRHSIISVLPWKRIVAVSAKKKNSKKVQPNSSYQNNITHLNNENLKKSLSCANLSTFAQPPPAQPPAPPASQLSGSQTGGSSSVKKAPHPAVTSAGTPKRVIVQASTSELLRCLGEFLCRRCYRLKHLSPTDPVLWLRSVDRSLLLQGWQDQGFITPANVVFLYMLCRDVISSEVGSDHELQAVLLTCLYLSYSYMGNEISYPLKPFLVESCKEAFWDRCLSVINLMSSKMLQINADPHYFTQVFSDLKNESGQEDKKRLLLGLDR
# Numbers without * were called inactive; i = inactive; u = inconclusive; x = not tested or not shown.
SMILES,SUMO Mot1 rescue,DAGLB inh,HTR5A ag ctr,PKA-R1A activ,HTR5A inv ctr,phage Ecoli inh,AddAB inh,Tat transport,Ecoli viability,PKA-R2B act,CDK5 inh
CCSc1nnc(NC(=O)c2nn(C(C)C)c(=O)c3ccccc23)s1,3,-3,-1,-20,20,0.5,-2.3,2,-3.0,4,-1.2
CC(=O)c1ccc2c(c1)OCCOCCOCCOCCO2,15,-6,10,-7,-31,x,1.3,-8,-1.0,0,-0.3
C/C(=N\n1c(C)cc(C)c(C#N)c1=O)c1cccs1,2,-1,0,8,23,x,0.3,-5,-0.7,3,-2.1
Cc1cc(N/N=C/c2ccccc2[N+](=O)[O-])nc(-n2nc(C)cc2C)n1,-3,0,1,-2,7,-1.0,0.2,13,-3.8,1,-0.5
Cc1cc(Cl)ccc1NC(=S)N1CCN(Cc2ccc3c(c2)OCO3)CC1,14,-1,-2,2,39,3.4,0.0,0,-0.4,-5,-1.4
CC(C)CC(NC(=O)c1ccc(Cl)cc1Cl)C(=O)O (stereo unspecified),271*,-4,-1,-7,4,1.6,-0.8,0,-1.9,9,-0.1
O=C(CNC(=O)c1ccc2c(c1)S(=O)(=O)N=C1CCCCCN12)Nc1ccc(F)c(F)c1,-9,2,-4,-2,-10,8.1,1.2,-2,-0.6,4,-0.6
Cc1ccc(NS(=O)(=O)c2cccc(C(=O)OCC(=O)NCc3ccco3)c2)cc1,x,1,-3,-7,-39,2.1,-1.6,11,-0.6,-5,-0.5
O=C(O)/C=C/c1coc2ccccc2c1=O,1,0,-4,10,12,3.5,2.8,0,-1.1,7,-4.0
O=c1[nH][nH]c(-c2ccccc2)c1C=Nc1ccc(C(F)(F)F)cc1,-5,-1,4,0,16,3.9,0.5,7,-0.8,2,-1.5
C/C(=N\NS(=O)(=O)c1ccc(C)cc1)c1ccc(C)s1,12,0,0,-8,3,2.0,-0.2,-7,-0.2,-4,-2.2
CSc1ccc(Cl)c(C(=O)NNC(=O)c2csc(N3CCOCC3)n2)c1,244,1,6,-8,-15,3.8,-2.1,-2,-1.8,-8,-0.5
CC(=O)c1c(C)[nH]c(C(=O)NNC(=O)COc2ccc(Cl)cc2C)c1C,5,1,-2,-4,5,-0.4,0.9,1,3.0,4,-0.7
Cc1nc2c(C)cccn2c(=O)c1NC(=O)COc1ccccc1,17,-3,-1,6,2,4.6,-0.1,2,0.7,1,-1.3
CCOC(=O)C1CCCN(C(=O)c2cn(CC)c3ccc(S(=O)(=O)N(C)C)cc3c2=O)C1 (stereo unspecified),3,0,0,-6,0,-1.8,3.1,4,-1.6,1,-0.6
Cc1cnc(NC(=O)CSc2nnc(-c3ccc(Cl)cc3Cl)n2N)s1,-17,-2,-2,1,11,0.0,1.4,1,-0.2,16,-0.8
COc1cc2c(cc1OC)C(C)N(C(=O)C1=NN(c3cccc(C)c3)C(=O)CC1)CC2 (stereo unspecified),4,0,-1,8,-3,-1.6,1.5,-1,0.2,-3,0.4
O=C(NC1CCCCC1)C(c1cccs1)N(C(=O)c1ccccn1)c1ccccc1 (stereo unspecified),1,-3,-4,6,10,5.6,-1.0,7,0.4,4,1.3
CC1CCN(C(=O)CCc2ccc(Oc3cc([N+](=O)[O-])cc([N+](=O)[O-])c3)cc2)CC1,1,-14,4,-14,4,3.8,4.3,9,1.6,-8,-1.5
COc1ccccc1OCc1nc2ccccc2s1,-10,-8,0,-4,-1,-0.2,4.4,13,1.4,-3,-0.2
NC(=O)c1cnn(Cc2ccc(Cl)cc2)c1N,13,-2,4,-10,-1,2.3,1.7,6,-0.4,-2,0.2
O=C(O)c1ccccc1-c1ccccc1C(=O)NCc1ccccc1Cl,6,1,-1,4,3,1.9,1.0,0,0.3,11,0.1
Cc1ccn2cc(-c3cccc(NC(=O)C(C)C)c3)nc2c1,22,-1,2,-1,20,3.1,0.1,3,3.2,7,-0.1
COc1ccc(S(=O)(=O)N2CCN(Cc3ccc4c(c3)OCO4)CC2)cc1F,39,0,2,3,-5,1.9,1.2,-1,2.8,-4,1.4
CN(C)c1ccc(C(=O)Nc2ccc(S(=O)(=O)NC3=NCCCCC3)cc2)cc1,-19,-1,-8,-1,20,2.3,1.1,0,2.4,9,-0.4
CN(C)CCCNC(=S)N1CCC(c2nc3ccccc3[nH]2)CC1,i,1,12*,-14,-43,1.9,1.3,1,-1.7,-12,0.7
Cc1ccc(NC(=O)c2cc(S(=O)(=O)N(C)C)ccc2N2CCCC2)cc1F,-2,1,-2,-7,-56,-0.1,0.6,3,2.6,-2,-0.3
CC(=O)NCCSCCNC(C)=O,-17,-1,-2,-10,19,0.6,1.6,-3,-0.2,-13,-5.8
NC(=O)C1CC=CCC1C(=O)OCC(Cl)=C(Cl)Cl (stereo unspecified),2,-1,6,-14,13,-0.8,1.5,6,-0.6,-2,-0.2
COCCNC(=O)c1ccccc1NS(=O)(=O)c1ccc(C)c([N+](=O)[O-])c1,-4,0,1,2,-8,3.6,3.0,1,0.9,1,-2.8

# 3 entries already listed, sorted by their value in PKA-R1A activ, ascending.
Compound,SUMO Mot1 rescue,DAGLB inh,PKA-R1A activ,phage Ecoli inh,AddAB inh,Tat transport,PKA-R2B act,CDK5 inh
CN(C)CCCNC(=S)N1CCC(c2nc3ccccc3[nH]2)CC1,i,1,-14,1.9,1.3,1,-12,0.7
CN(C)c1ccc(C(=O)Nc2ccc(S(=O)(=O)NC3=NCCCCC3)cc2)cc1,-19,-1,-1,2.3,1.1,0,9,-0.4
COc1ccc(S(=O)(=O)N2CCN(Cc3ccc4c(c3)OCO4)CC2)cc1F,39,0,3,1.9,1.2,-1,-4,1.4

# Going on with the list.
SMILES,SUMO Mot1 rescue,DAGLB inh,HTR5A ag ctr,PKA-R1A activ,HTR5A inv ctr,phage Ecoli inh,AddAB inh,Tat transport,Ecoli viability,PKA-R2B act,CDK5 inh
COc1ccc(N2CCN(C(=O)c3cc4c(s3)CCCCC4)CC2)cc1,18,-11,-3,-2,8,1.7,1.3,9,1.4,1,-2.5
Cc1ccc2nc(NC(=O)CN3CCN(c4ccccn4)CC3)sc2c1,12,0,0,-6,-1,-3.2,-4.0,-3,-3.6,-4,-0.8
CCOCCCNC(=O)C(c1ccc(C)cc1)N(Cc1cccs1)C(=O)c1ccccc1O (stereo unspecified),-2,-4,1,-16,15,4.2,2.0,u,0.4,-3,0.3
Cc1ccc(-c2nn(-c3ccccc3)cc2C2SCC(=O)N2Cc2ccccc2)o1 (stereo unspecified),72,2,17,5,-45,2.2,3.4,8,0.7,-11,-0.6
CC(C)N1CC(COc2ccc(Cl)cc2Cl)OC1=O (stereo unspecified),7,-5,0,1,1,0.1,1.1,0,2.3,1,0.9
CCCC(CCC)C(=O)Nc1cccc(-c2cn3c(n2)SCC3)c1,10,1,1,2,-4,1.6,1.2,-1,-0.3,3,2.0
CC12CCC(C(N)C1=O)C2(C)C (stereo unspecified),x,-3,5,-11,-19,3.0,x,-10,x,3,0.1
CC(C)CCC(C(=O)O)C(C)CC(=O)Nc1ccn(-c2ccccc2)n1 (stereo unspecified),5,3,-2,2,5,0.5,2.0,0,-1.6,-5,2.1
O=C(N=c1nc2ccccn2s1)c1ccccc1,-30,-1,3,-1,14,-0.9,0.3,1,-1.5,4,0.1
CCOC(=O)C1=C(C)N(c2nonc2NC(C)=O)C(N)=C(C#N)C1c1ccccc1F (stereo unspecified),-9,-1,2,6,0,1.6,-3.3,8,-1.9,3,-0.2
COc1ccc(S(=O)(=O)NCc2cccnc2)c2ccccc12,166,2,1,-1,-3,1.2,3.7,6,0.1,-2,-2.0
CCOC(=O)c1ccc(N2C(=O)CC(Sc3nc(O)c(CC)c(=O)[nH]3)C2=O)cc1 (stereo unspecified),12,0,0,-5,4,2.4,1.4,-10,-0.3,0,-1.6
Cc1ccc(S(=O)(=O)N(C)C)cc1NC(=O)C1CCCN(C(=O)c2ccc(Cl)cc2)C1 (stereo unspecified),i,-3,-5,-6,13,4.9,0.9,8,-0.4,0,-0.1
O=C(CN(C(=O)c1csnn1)c1cccc2c1CCCC2)NCc1ccccc1,286,-1,-1,3,-15,0.4,3.4,-1,1.4,6,0.0
O=C(NCC(=O)N(c1cccnc1)C(C(=O)NC1CCCC1)c1cccs1)c1cccs1 (stereo unspecified),-12,0,0,-15,1,5.0,4.0,-2,-0.3,-13,2.2
COC(=O)c1ccccc1NC(=S)N1CCOCC1,5,0,6,-9,-11,-1.7,-0.7,3,-0.9,-7,0.2
Oc1ccc(Cl)cc1CNCC1CCCO1 (stereo unspecified),146,0,-2,0,-4,3.7,1.6,0,0.0,-5,-0.9
CCOC(=O)c1cnc(Nc2nc3ccccc3o2)nc1CSC(=S)N1CCCCC1,0,-2,0,-3,-8,0.7,3.0,5,-0.3,-4,0.8
c1ccc(-c2nnc(CN3CCCc4ccccc43)o2)cc1,1,-1,-1,-5,-23,-0.2,3.0,1,2.3,-3,2.4
N#Cc1nc(Cl)c(Cl)c(NN)c1Cl,-2,-6,4,3,9,0.8,1.3,6,-0.7,4,2.0
Cc1ccc(-n2c(CNc3ccc(F)cc3)nnc2SCC(=O)N2CCCC2)cc1,-5,-2,2,-5,-1,3.6,1.6,0,2.5,-7,-0.8
Cn1nc(-c2ccc(Cl)cc2)cc1NC(=O)Nc1ccccc1,9,0,-1,-2,-4,3.4,1.8,-4,1.3,-7,2.0
O=C(Nc1cccc(-c2cccc(Cl)c2)c1)C1CCN(Cc2ccc(CO)o2)CC1,17,4,0,5,-1,-0.7,1.2,3,-3.6,10,-0.5
COc1ccc(/C=C(\NC(=O)c2ccccc2)C(=O)NC2CCS(=O)(=O)C2)cc1 (stereo unspecified),269*,2,-2,-8,6,1.0,0.2,13,2.1,-8,-1.1
COCCN(C(=O)COC(=O)CSc1ccccc1)c1c(N)n(Cc2ccccc2)c(=O)[nH]c1=O,356*,1,-1,-2,3,4.6,1.5,5,-0.2,1,0.1
C/C(=N/NC(=O)c1cc(-c2ccccc2)nc2c(Cl)cccc12)c1cccnc1,4,-14,-1,9,9,1.4,x,1,x,1,0.3
CC1CN(C(=S)Nc2cccc(Cl)c2)CC(C)O1 (stereo unspecified),179,-3,2,2,-7,2.4,1.9,20,1.5,4,-0.7
CC(=O)c1ccc(S(=O)(=O)Nc2ccc(-c3ccc4nncn4n3)cc2)cc1,5,3,1,3,-6,2.1,0.5,-1,-0.3,-10,0.3
C[C@@H]1[C@@H](Sc2ccccc2)CC(=O)O[C@@H]1c1ccc(-c2ccccc2)cc1,39,-13,17,-8,-47,2.2,0.5,5,0.9,-14,5.3
COc1cccc(-c2n[nH]c3c2CCC3)c1,-11,-1,-1,2,3,3.3,0.6,-3,-6.7,1,1.9
COc1ccc(NS(=O)(=O)c2cc([N+](=O)[O-])ccc2NN=Cc2ccccc2OCC(=O)O)cc1,16,8,-6,3,26,0.9,2.5,7,-0.4,-6,1.4
Cc1cc(C)cc(OCC(=O)Nc2ccc(-n3cnnn3)cc2)c1,37,-4,9,-3,-21,1.1,-0.8,-6,-1.6,-2,-0.4

# No enrichment for hits. About 2.3% of those tested had a hit in this group.
